# TNAP activation fold – human TNAP enzyme activators, primary screen, biochemical, luminescent, no phosphate acceptor, uHTS (AID 1001). 200,000 compounds, 0.03% hits. purified TNAP, luminescent activation assay, no phosphate acceptor; higher activation fold means a stronger effect. activation fold at 20 µM; hits with a dose series show EC50 in µM; in the data active = activation fold from about 3, or a potency from the dose series; inactive = the rest, 99 in 100 with activation fold below about 1.6; also: many of its hits are not listed in these tables
# M1AAP inhibition – P. falciparum M1AAP inhibitors, biochemical, fluorogenic H-Leu-NHMec substrate, 1536-well (AID 1445). recombinant M1AAP, H-Leu-NHMec fluorogenic kinetic assay; higher % means a stronger effect. one-dose inhibition, % at 30 µM; IC50 in µM for titrated hits. 220,000 compounds, 0.42% hits;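 active = primary inhibition above the hit cutoff, then over 50% inhibition at one or more dose response concentrations, cut at about 23% in these data, passing the limit was not always enough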;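 also: plate controls were DMSO full reaction for no effect and no enzyme background for full effect; strong numbers were not always called active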
# LYP phosphatase – PTPN22 lymphoid phosphatase activity blockers – biochemical, fluorescence intensity, uHTS (AID 1779) | recombinant LYP phosphatase, fluorescence intensity; higher % means a stronger effect | 290,000 compounds, 0.054% hits | inhibition, % at 11.5 µM; hits with a dose series show IC50 in µM;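 also: plate controls were vehicle with enzyme for no effect and no enzyme for full effect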
# PMI inhibition – MPI inhibition at elevated mannose 6-phosphate – biochemical, fluorescence intensity, high mannose 6-phosphate, primary screen (AID 1220). one-dose inhibition, % at 20 µM; IC50 in µM for titrated hits. 190,000 compounds, 0.66% hits. recombinant PMI enzyme, coupled fluorescence intensity; higher % means a stronger effect
# XIAP displacement – XIAP antagonists, biochemical, IAP family, fluorescence polarization (AID 1018). XIAP BIR domain, fluorescence polarization peptide displacement; higher % means a stronger effect. one-dose displacement, % at 20 µM; IC50 in µM for titrated hits. 200,000 compounds, 0.007% hits; in the data active = displacement above about 50%; also: a part of the inactive calls stands beside numbers as strong as those of hits
# P. falciparum M17LAP – P. falciparum M17LAP inhibitors, primary screen, biochemical, fluorogenic H-Leu-NHMec substrate, 1536-well (AID 1619); recombinant M17LAP, H-Leu-NHMec fluorogenic kinetic assay; higher % means a stronger effect; inhibition, % at 30 µM; hits with a dose series show IC50 in µM; 220,000 compounds, 0.38% hits;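 active = compound inhibiting the enzyme by more than half at any dose during confirmatory dose-response retesting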;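 also: plate controls were full reaction with DMSO carrier for no effect and no enzyme background for full effect; strong numbers were not always called active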
# WT yeast gro inh – growth inhibition of WT yeast, mitochondrial fusion screen. inhibition, % at 10 µM. 190,000 compounds, 2.1% hits. mitochondrial fusion phenotypic screen, WT strain; in the data active = inhibition above about 58%; tested in S. cerevisiae
# Yfh1-off respiration – enhancers of respiration in Yfh1-depleted yeast, dose response, Friedreich's ataxia, plus single-dose screen (AID 1465). S. cerevisiae Yfh1-off respiration, WST-1 reduction, 72 h; higher fold induction means a stronger effect. one-dose fold induction at 50 µM; EC50 in µM for titrated hits. 220,000 compounds, 0.074% hits;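 active = fold induction of absorbance versus untreated yeast above a set limit, then at least 30% activation at any dose in follow-up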;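 also: activators that raise dye reduction in frataxin-depleted yeast; strong numbers were not always called active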
# human PMI inhibition – MPI enzyme activity inhibition – biochemical, fluorescence intensity, coupled assay, primary screen (AID 1209) | purified PMI enzyme, coupled fluorescence intensity; higher % means a stronger effect | one-dose inhibition, % at 20 µM; IC50 in µM for titrated hits | 190,000 compounds, 0.42% hits;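 also: plate controls were DMSO vehicle for no effect and wells lacking substrate for full effect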
# WT yeast gro inh mutant strain – also measured in WT yeast gro inh; calls as there; inhibition, %; mitochondrial fusion phenotypic screen, mutant strain inhibition
# Numbers without * were called inactive; i = inactive; x = not tested or not shown. Rule as the data show it, unless noted: active = inhibition above about 50%; inactive = the rest.
SMILES,TNAP activation fold,M1AAP inhibition,LYP phosphatase,PMI inhibition,XIAP displacement,P. falciparum M17LAP,WT yeast gro inh,WT yeast gro inh mutant strain,Yfh1-off respiration,human PMI inhibition
CNCc1ccccc1OCc1ccccc1F,1.5,6%,-1%,-11%,-2.4%,4%,-6,6,i,-9%
CC1(C)CC(CCN(Cc2ccccc2)C(=O)c2ccco2)(c2ccccc2)CCO1 (stereo not given),1.1,5%,0%,-1%,-34%,-4%,63*,17*,i,12%
CCOc1ccc(N2C(=O)CN(C)C2=S)cc1,1.1,3%,-4%,-28%,-1.6%,6%,2,8,i,-33%
Cc1cc(OC(=O)c2ccccc2Cl)cc(=O)n1C,1.1,12%,-5%,4%,-5.9%,-7%,-28,-17,i,3%
CCc1ccccc1NC(=O)CCCSc1nc2ccccc2s1,1.2,5%,-7%,-7%,-1.8%,6%,-6,-7,i,1%
Cc1nnc(NC(=O)c2c(F)cccc2F)s1,0.9,2%,-7%,5%,-2.9%,-6%,-8,-15,i,9%
Cc1cccc(S(=O)(=O)NCCc2ccccc2)c1,1.1,1%,-4%,-5%,-3.8%,3%,11,4,i,-4%
Cc1csc(SCC(=O)c2cc(C)n(Cc3cccs3)c2C)n1,1.1,8%,-1%,4%,-7.0%,-1%,5,16,i,4%
O=C(Nc1ccccc1F)c1ccc(CSc2ncccn2)cc1,1.1,12%,-5%,4%,-3.6%,4%,9,13,i,8%
Cc1onc(-c2ccccc2)c1C(=O)Nc1ccc(S(=O)(=O)NC(C)(C)C)cc1,1.1,3%,-6%,19%,-11%,-4%,-23,-12,i,22%
O=c1[nH]c2ccccc2nc1C(Nc1ccccc1)c1ccccc1 (stereo not given),x,2%,-2%,x,x,-2%,x,x,i,x
COc1ccc(NC(=O)CN2CCN(CC(=O)Nc3ccccc3Cl)CC2)cc1,1,4%,0%,-54%,1.3%,11%,1,8,i,-43%
CC(=O)/C=C(\C)NCCNc1c(F)c(F)c(CO)c(F)c1F,1.1,2%,-3%,-5%,-4.9%,17%,-15,16,i,-14%
NNC(=O)CCn1c2ccccc2c2ccccc21,1.1,-1%,-7%,-1%,-1.0%,3%,5,-5,i,1%
Cc1ccc(CCNC(=O)CN2CCN(Cc3ccccc3F)C2=O)cc1,1.1,-3%,-8%,-6%,-5.7%,-3%,-4,5,i,-4%
CCC1(C)Cc2nc(Cl)c(C#N)cc2CO1 (stereo not given),x,6%,-4%,x,x,5%,x,x,i,x
Cc1c(C(=O)N2CCOCC2)sc2nc(-c3ccccc3)cn12,1.2,1%,-7%,-1%,-5.1%,1%,-12,9,x,1%
CC1(CC(=O)N/N=C/c2cc(Br)c(O)cc2O)OCCO1,1.3,32%*,2%,-8%,-2.9%,37%,16,17,i,-3%
CCN(CC)c1ccc2c(C)c(CN3CCOCC3)c(=O)oc2c1,1.5,7%,-8%,-3%,-6.0%,-268%,14,6,i,0%
CCC(C)NC(=O)c1ccccc1NC(=O)c1ccccc1N(C)S(C)(=O)=O (stereo not given),1.1,1%,-4%,-3%,-3.9%,-1%,-20,-1,i,-3%
O=C(O)Cn1c(SCCOc2ccccc2F)nc2ccccc21,1.1,2%,-10%,-5%,-2.5%,-17%,1,13,i,2%
CCC(=O)NCCc1nc2cc(NC(=O)c3ccc(OC)cc3)ccc2n1C,1,11%,-3%,-8%,-5.8%,-3%,-13,-20,i,-8%
COc1ccc(-c2c(C)n([O-])c3c([n+]2=O)CCCC3)c(OC)c1,1,-6%,2%,1%,-4.5%,7%,-8,-9,i,2%
CC(=O)c1c(C)[nH]c(C(=O)OCC(=O)Nc2cc(S(=O)(=O)N3CCCC3)ccc2Cl)c1C,1.1,7%,2%,-6%,-15%,8%,-9,5,i,-2%
Cc1sc(NC(=O)Cn2cnnn2)nc1-c1ccc(Cl)cc1,1.1,3%,-1%,4%,-4.2%,2%,-1,-2,i,8%
CCOC(=O)c1c(NC(=O)C2C3C=CC(CC3)C2C(=O)O)sc(C)c1C (stereo not given),1.1,23%,-5%,8%,-5.6%,46%,8,13,i,7%
CC1C/C(=N\NC(=O)c2ccc(NS(=O)(=O)c3ccc(Br)cc3)cc2)CC(C)(C)C1 (stereo not given),1,0%,-8%,3%,-6.1%,9%,1,-11,i,8%
CCCNC(=O)OC[C@H]1O[C@H](CCO/N=C/C[C@@H]2C=C[C@H](OC(C)=O)[C@@H](COC(C)=O)O2)C=C[C@@H]1Oc1ccc(OC)cc1,1,-2%,-2%,-4%,-4.3%,-6%,24,-5,x,-6%
CC(C)(C)c1ccc(C(=O)c2c[nH]c(C(=O)NCCc3ccccn3)c2)cc1,1.1,11%,-4%,-11%,-5.5%,-2%,-8,11,i,-7%
COC(=O)CN1C(=O)Nc2ccc(Br)cc2C1c1ccccc1 (stereo not given),1,1%,-1%,-5%,-5.4%,0%,-9,-5,i,0%
O=C1c2ccccc2NC(c2ccc(Cl)cc2Cl)N1Cc1ccccc1 (stereo not given),1.1,5%,-5%,8%,-5.5%,2%,81*,39*,i,11%
CC(=O)CSc1nnc(CN2C(=O)CSc3ccc(C(F)(F)F)cc32)n1C,x,1%,-8%,x,x,15%,x,x,i,x
Cc1nc(N2CCOCC2)nc(N2CCCC2)c1[N+](=O)[O-],1,4%,2%,-5%,1.1%,-25%,-1,-10,i,-9%
Cc1ccc(-c2nn3c(-c4ccco4)nnc3c3ccccc23)cc1S(=O)(=O)NCC1CCCO1 (stereo not given),0.9,6%,6%,-7%,-7.3%,-2%,13,9,i,-1%
CCN(CC)S(=O)(=O)c1ccc(N/N=C/c2cc(OC)c(OC)cc2OC)nc1,1.2,9%,-4%,-3%,-3.3%,-1%,1,-4,i,-5%
Cc1cc2nc(SCCOC(=O)Nc3ccc(Cl)cc3)nc(C)c2cc1C,1.1,1%,7%,-9%,-5.2%,-7%,2,-2,i,-4%
C[C@H](NC(=O)c1[nH]cnc1C(=O)Nc1ccccc1)C(=O)OC(C)(C)C,x,-10%,4%,x,x,-11%,x,x,i,x
NC(=O)c1sc2nc3c(c(-c4cccnc4)c2c1N)CCC3,1.1,3%,-6%,7%,-1.5%,2%,-8,-1,i,6%
CC(C)(C)c1ccc(C(=O)OCC(=O)Nc2sc3c(c2C#N)CCC3)cc1,1.2,2%,-8%,-7%,-11%,16%,-4,21,i,3%
Cc1ccccc1C(=O)NNC(=O)CN1C(=O)c2ccccc2C1=O,1,2%,-4%,-3%,-4.4%,13%,4,-3,i,3%

# Quoted at random: three entries already listed, in no set order.
SMILES,TNAP activation fold,M1AAP inhibition,LYP phosphatase,PMI inhibition,XIAP displacement,P. falciparum M17LAP,WT yeast gro inh,WT yeast gro inh mutant strain,Yfh1-off respiration,human PMI inhibition
Cc1cc2nc(SCCOC(=O)Nc3ccc(Cl)cc3)nc(C)c2cc1C,1.1,1%,7%,-9%,-5.2%,-7%,2,-2,i,-4%
CC(C)(C)c1ccc(C(=O)c2c[nH]c(C(=O)NCCc3ccccn3)c2)cc1,1.1,11%,-4%,-11%,-5.5%,-2%,-8,11,i,-7%
CCC(=O)NCCc1nc2cc(NC(=O)c3ccc(OC)cc3)ccc2n1C,1,11%,-3%,-8%,-5.8%,-3%,-13,-20,i,-8%

# (list continues)
SMILES,TNAP activation fold,M1AAP inhibition,LYP phosphatase,PMI inhibition,XIAP displacement,P. falciparum M17LAP,WT yeast gro inh,WT yeast gro inh mutant strain,Yfh1-off respiration,human PMI inhibition
O=C(COc1ccc(Cl)cc1Cl)Nc1ccccn1,1.1,4%,-16%,5%,-7.0%,-5%,66*,61*,i,8%
Cc1nc2ccc(NC(=O)C3CCN(S(=O)(=O)c4cccs4)CC3)cc2s1,1,1%,-3%,2%,-3.6%,-6%,-4,-26,i,-4%
COc1nc(OC)nc(N(C)CCO)n1,1.1,1%,-8%,0%,-3.1%,-3%,-10,-20,i,1%
COc1ccc(OC)c(-n2c(=S)[nH]c3cc(C(=O)N4CCCCC4)ccc3c2=O)c1,1.1,3%,3%,3%,0.4%,4%,3,14,i,1%
COc1cc(OC)c(NC(=O)CC(C)=O)cc1Cl,0.9,6%,0%,27%,-5.4%,-10%,3,-16,i,1%
COCCN(C(=S)Nc1ccccc1OC)C(C)c1cccs1 (stereo not given),1.1,2%,-10%,2%,-11%,0%,9,-10,i,16%
C/C(=N\O)C(=O)NCCCn1ccnc1,1.1,1%,-9%,2%,-1.8%,5%,-7,21,i,9%
O=C(NCc1ccc2c(c1)OCO2)c1ccc(CN2CCOCC2)cc1,1.1,6%,-4%,10%,-3.3%,-3%,-3,12,i,11%
O=C1C2CCCN2C(c2ccco2)N1c1ccc(F)cc1 (stereo not given),1.1,-6%,-3%,-5%,-2.8%,0%,-9,0,i,-8%
O=C(c1ccccc1Sc1ccccc1[N+](=O)[O-])N1CCCCC1,0.9,3%,-2%,-11%,-10%,-2%,17,7,i,-4%
CCN(CC(=O)NC(C)(C)C)C(=O)c1ccc(Br)cc1,1.1,-8%,-6%,-13%,-3.4%,3%,-9,3,i,-18%

# One compound at a time, from the list above. Order of screens: TNAP activation fold | M1AAP inhibition | LYP phosphatase | PMI inhibition | XIAP displacement | P. falciparum M17LAP | WT yeast gro inh | WT yeast gro inh mutant strain | Yfh1-off respiration | human PMI inhibition
# Profile of COc1ccc(OC)c(-n2c(=S)[nH]c3cc(C(=O)N4CCCCC4)ccc3c2=O)c1 : 1.1 | 3% | 3% | 3% | 0.4% | 4% | 3 | 14 | i | 1%
# Profile of Cc1sc(NC(=O)Cn2cnnn2)nc1-c1ccc(Cl)cc1 : 1.1 | 3% | -1% | 4% | -4.2% | 2% | -1 | -2 | i | 8%
# Profile of CCOC(=O)c1c(NC(=O)C2C3C=CC(CC3)C2C(=O)O)sc(C)c1C (stereo not given) : 1.1 | 23% | -5% | 8% | -5.6% | 46% | 8 | 13 | i | 7%
# Profile of COCCN(C(=S)Nc1ccccc1OC)C(C)c1cccs1 (stereo not given) : 1.1 | 2% | -10% | 2% | -11% | 0% | 9 | -10 | i | 16%
# Profile of CCc1ccccc1NC(=O)CCCSc1nc2ccccc2s1 : 1.2 | 5% | -7% | -7% | -1.8% | 6% | -6 | -7 | i | 1%

# Compound activity (PubChem)
